Assay outcomes deposited in PubChem by several laboratories.
Dengue-2 NS5 capping – flavivirus cap methylation enzyme inhibition – biochemical, confirmation dose response, primary screen (AID 588689); Dengue-2 NS5 methyltransferase capping enzyme assay, biochemical; higher % means a stronger effect; actives 0.3% (n = 340,000); inhibition, % at 25 µM; hits with a dose series show IC50 in µM; in the data active = a potency from the dose series; inconclusive = inhibition above about 29% without an active follow-up result
Rac1 GTP hydrolysis – MgcRacGAP GTPase-activating activity inhibitors, confirmation, biochemical, ADP Hunter fluorescence. MgcRacGAP-stimulated Rac1 GTP hydrolysis, ADP Hunter fluorescence; higher % means a stronger effect; GST-tagged Rac1 F28L mutant substrate. inhibition, % at 30 µM, or IC50 in µM where a hit was titrated. actives 0.6% (n = 340,000). AID 624330;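 active = first-screen hits whose inhibition reached a set limit at any dose in the follow-up dose series; inconclusive = inhibition above the set first-screen limit but never retested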;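 also: fluorescence reports GDP produced by GAP-driven GTP hydrolysis; strong numbers were not always called active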
SIAH1 antagonists – Siah-1 peptide-binding antagonists, primary screen, biochemical, fluorescence polarization, rhodamine-plectin, uHTS (AID 1817); Siah-1 / rhodamine-plectin peptide fluorescence polarization; higher % means a stronger effect; one-dose displacement, % at 20 µM; IC50 in µM for titrated hits; actives 0.02% (n = 290,000);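 active = displacement of at least 50% at 20 µM, with a fluorescence ratio check between 0.3 and a set limit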;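 also: plate controls were Siah plus tracer with DMSO for no effect and tracer alone without Siah for full effect; strong numbers were not always called active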
Large T inhibition – TAg ATPase/helicase activity blockers – biochemical (AID 1903). SV40 large T antigen ATPase/helicase inhibition assay; higher % means a stronger effect. inhibition, % at 20 µM, or IC50 in µM where a hit was titrated. actives 0.39% (n = 310,000); in the data active = a potency from the dose series; inconclusive = inhibition mostly from about 32% at the one dose, without a potency; inactive = the rest, 99 in 100 with inhibition below about 32%; also: strong numbers were not always called active
HIV fusion peptide – cell-free HIV fusion peptide-binding blockers – biochemical, uHTS, fluorescence dequenching, primary screen (AID 1986); cell-free peptide binding, fluorescence dequenching, 30 min; higher % means a stronger effect; inhibition, % at 20 µM, or IC50 in µM where a hit was titrated; actives 0.3% (n = 290,000); in the data active = inhibition mostly above about 52%, no sharp cut-off; inactive = mostly below about 76%; also: some results filed as inactive read as strong as hits
RSV CPE inhibition – RSV antiviral activity via CPE protection, HEp-2 cells, primary 10 µM value included (AID 2391). HEp-2 cells, RSV-induced CPE inhibition; higher % means a stronger effect. CPE inhibition, % at 10 µM, or IC50 in µM where a hit was titrated. actives 0.13% (n = 310,000); in the data active = a potency from the dose series; inconclusive = CPE inhibition mostly from about 23% at the one dose, without a potency; inactive = the rest, 99 in 100 with CPE inhibition below about 21%; also: strong numbers were not always called active
XIAP displacement – XIAP antagonists, biochemical, IAP family, fluorescence polarization (AID 1018); XIAP BIR domain, fluorescence polarization peptide displacement; higher % means a stronger effect; displacement, % at 20 µM; hits with a dose series show IC50 in µM; actives 0.007% (n = 200,000); in the data active = displacement above about 50%; also: a part of the inactive calls stands beside numbers as strong as those of hits
AID2073 – disruptors of CaV2.2 binding to Mint1 – biochemical, HTRF (AID 2073); one-dose inhibition, % at 20 µM; IC50 in µM for titrated hits; actives 0.19% (n = 290,000); HTRF protein-protein interaction, Mint1-CaV2.2; higher % means a stronger effect; in the data active = inhibition mostly above about 51%, no sharp cut-off; inconclusive = no clear call, values can overlap the other calls; inactive = mostly below about 53%; also: some results filed as inactive read as strong as hits
LYP inhibition – PTPN22 lymphoid phosphatase activity blockers – biochemical, fluorescence intensity, uHTS (AID 1779). inhibition, % at 11.5 µM, or IC50 in µM where a hit was titrated. recombinant LYP phosphatase, fluorescence intensity; higher % means a stronger effect. actives 0.054% (n = 290,000); in the data active = inhibition above about 50%;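 also: plate controls were vehicle with enzyme for no effect and no enzyme for full effect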
The depositor's hits bear a star; ? = inconclusive; . = no result given.

SMILES | Dengue-2 NS5 capping | Rac1 GTP hydrolysis | SIAH1 antagonists | Large T inhibition | HIV fusion peptide | RSV CPE inhibition | XIAP displacement | AID2073 | LYP inhibition
CCOc1cc(S(=O)(=O)NCCCN2CCOCC2)c(C)cc1C | -5% | 8% | 1% | 13% | 1.7% | 0.4% | . | 9% | 1%
CC(=O)c1cccc(NC(=O)CN2CCc3cc4c(cc3C2)OCCCO4)c1 | -6% | -16% | -4% | 5% | -1.2% | -0.1% | . | 2% | -10%
COc1ccc(Cl)cc1NS(=O)(=O)c1cccc(C(=O)NCC2CCCO2)c1 (configuration not stated) | -7% | 7% | 13% | 19% | 0.1% | 0.4% | . | 5% | -5%
O=C(Nc1ccc(N2CCN(C(=O)c3ccco3)CC2)cc1)C(c1ccccc1)c1ccccc1 | -2% | 12% | 4% | 6% | -2.2% | 12% | -6.2% | 5% | 5%
CCCCN(C(=O)CN1CC(C)OC(C)C1)c1c(N)n(CC(C)C)c(=O)[nH]c1=O (configuration not stated) | -3% | 8% | -2% | 5% | 0.1% | 1.5% | 91% | 10% | -1%
O=C(Nc1nnc(-c2ccc3c(c2)OCCO3)o1)C1CCCCC1 | -2% | 4% | 0% | 20% | 4.0% | 3.8% | -5.5% | 10% | -2%
O=C(Nc1ccccc1N1CCOCC1)c1ccccc1NS(=O)(=O)c1ccc(F)cc1 | -6% | 7% | -3% | -7% | 1.4% | 0.3% | -4.8% | 5% | 1%
CCC1CCCCN1CCCNC(=O)Cn1c(=O)c2cccn2c2cccnc21 (configuration not stated) | 0% | 9% | 0% | 4% | -0.1% | 0.8% | . | 15% | -8%
CN1CCN(C(=O)c2ccc3c(=O)n(Cc4ccco4)c(=S)[nH]c3c2)CC1 | -8% | -2% | 5% | 2% | 1.9% | 0.0% | -4.5% | -39% | -9%
CC1CCCCC12NC(=O)N(CC(=O)c1ccc3c(c1)OCO3)C2=O (configuration not stated) | -4% | 3% | . | 12% | . | -0.4% | . | . | .
Cc1ccccc1NC(=O)Cn1nc(C)c2ccccc2c1=O | 2% | 7% | 3% | 4% | -1.1% | -1.3% | . | 5% | -12%
NC(=O)c1ccsc1NC(=O)C1CCN(S(=O)(=O)c2cccs2)CC1 | 1% | 9% | . | 61% | . | 2.7% | . | . | .
COC(=O)/C=C/C(=O)N1CCN(c2ccccc2C)CC1 | -1% | 7% | 1% | 9% | 0.0% | 1.5% | -4.3% | 2% | 1%
O=C(N/N=C/c1ccc2c(c1)OCO2)c1cccs1 | -9% | 11% | 7% | 9% | 0.8% | 2.0% | -1.1% | 8% | -2%
CC(/C=C/c1ccc(C)o1)=C\C(=O)O | 3% | 10% | -1% | 12% | 1.4% | 1.6% | -4.1% | 63% | 2%
Cc1ccnc(Sc2ncccc2[N+](=O)[O-])n1 | -7% | -1% | -3% | 4% | -0.9% | 1.4% | -0.9% | -4% | 2%
O=C(CSCCS(=O)(=O)c1ccc(Cl)cc1)Nc1ccccc1 | 4% | 2% | 9% | 7% | -1.0% | 0.1% | . | 6% | -3%
CCN(c1cccc(C)c1)S(=O)(=O)c1ccc(-c2cc(C)no2)s1 | -8% | 8% | 24% | -5% | 0.9% | 10% | . | 14% | -2%
Cc1oc(-c2ccc(Cl)cc2)nc1CS(=O)CC(=O)NCCN1CCCCCC1 (configuration not stated) | -4% | 8% | -7% | 11% | 0.7% | -1.9% | . | 5% | -7%
COc1ccc(NC(=O)c2cc3nc(-c4ccccc4)cc(C)n3n2)cc1OC | -3% | 12% | 0% | 0% | -1.1% | 2.4% | -5.4% | 39% | -1%
CN(C)c1nc(OCC(=O)NC(C)(C)C)nc(N(C)C)n1 | 0% | 1% | 0% | 0% | 4.0% | -0.1% | -7.5% | 9% | -4%
CCS(=O)(=O)c1nc(S(=O)(=O)c2ccc(C)cc2)c(N2CCC3(CC2)OCCO3)s1 | 27% | 0% | -1% | 14% | -0.5% | 5.0% | . | 10% | -12%
CCOC(=O)c1c(C)n(C)c2ccc(OCC(O)CN3CCCCCC3)cc12 (configuration not stated) | -3% | 8% | -3% | 9% | -0.3% | 1.1% | -8.2% | -4% | -3%
COc1ccc(Br)cc1CN1CCN(C(=O)c2cccc(OC)c2OC)CC1 | -6% | 7% | 0% | 21% | 0.6% | 1.1% | -5.9% | 10% | -10%
CCOC(=O)C1=C(C)NC(=O)NC1/C=C/c1ccccc1OC (configuration not stated) | -2% | 5% | 3% | 2% | 0.6% | 6.6% | -7.2% | 12% | -3%
COC(=O)c1ccc(NC(=O)C2CCCN2S(=O)(=O)c2ccc(C)cc2)cc1 (configuration not stated) | 0% | 5% | 1% | 1% | 4.1% | -0.7% | -4.6% | 4% | -1%
CC1CC(C)CN(C(=O)CSc2nnc(-c3ccc(Cl)s3)o2)C1 (configuration not stated) | 12% | -7% | -3% | -2% | -0.1% | -1.1% | -1.4% | 4% | -2%
CCOc1ccc(S(=O)(=O)N2CCCC(C(=O)NCC3CCCO3)C2)cc1 (configuration not stated) | -6% | 1% | 1% | 16% | -1.8% | 0.6% | . | 10% | -8%
C=CCOC(=O)C1C(=O)CC(C)(O)C(C(=O)OCC=C)C1c1ccc(OC)cc1 (configuration not stated) | -3% | 3% | 1% | 21% | -2.4% | 0.3% | -0.6% | -6% | 3%
COc1ccc(-n2c(SCC(=O)Nc3ccc(Cl)cc3)nc(O)c(Cc3ccccc3)c2=O)cc1 | 7% | 11% | 1% | 86% | 40% | 2.8% | . | 3% | -1%
COc1ccc(C(=O)Nc2ccc(S(=O)(=O)Nc3nccc(C)n3)cc2)cc1[N+](=O)[O-] | -1% | -1% | -2% | 1% | 0.1% | 0.2% | . | 8% | -8%
COc1ccc(NC(=O)N2c3ccccc3C(C)=CC2(C)C)cc1 | -4% | 8% | 0% | -1% | -1.6% | 0.3% | -4.3% | -11% | -8%
COc1ccc(C(C(=O)NC2CCCCC2)N(C(=O)CCl)c2cccc(Cl)c2)cc1 (configuration not stated) | -10% | -9% | -2% | 11% | 0.5% | -1.6% | -0.7% | 0% | -8%
Cc1cc(=O)oc2cc(NC(=O)CCC(=O)O)ccc12 | -2% | 0% | 4% | -6% | 3.5% | 1.9% | 0.5% | 24% | -16%
Cc1cc(N)n2ncc(-c3ccc(Cl)cc3)c2n1 | -7% | 4% | 3% | 17% | -1.7% | ? | 0.3% | 11% | -4%
Nc1ncnc2c1C1(CCCCC1)Cc1ccccc1-2 | 2% | 7% | 5% | 9% | 1.5% | 14% | -6.9% | 7% | -2%
CC(C)CCNC(=S)Nc1ccccn1 | 5% | 11% | 0% | 12% | -2.2% | 1.6% | 2.0% | 6% | -3%
COc1ccc(S(=O)(=O)NNC(=S)NCCc2ccccc2)c(OC)c1 | -3% | 9% | 6% | 13% | -1.8% | 3.6% | . | -7% | -5%
O=C(CSc1nnc(CNC(=O)c2ccco2)o1)Nc1ccccc1C(F)(F)F | -6% | 3% | 0% | 55% | 0.0% | 2.3% | . | 1% | -6%
O=C(CNCc1ccc(Cl)cc1)NCc1ccco1 | -8% | 18% | 11% | 3% | 6.0% | 0.3% | 1.7% | 5% | -2%
COc1ccccc1NC(=O)CCS(=O)(=O)c1ccccc1 | -10% | -4% | 9% | -18% | -1.0% | 0.8% | -4.3% | 39% | -12%
O=C(O)C1CCN(c2ccccc2[N+](=O)[O-])CC1 | -5% | 8% | -1% | -1% | -0.8% | 0.0% | -3.9% | -4% | -9%
Cc1ccc(C)c(-n2nnnc2SCC(=O)Nc2cccc(-c3nnc4n3CCCCC4)c2)c1 | 0% | 3% | 0% | 2% | 3.9% | 6.7% | -7.4% | -5% | -1%
Cc1ccc(OCc2cc(C(=O)N(CCO)Cc3cccs3)no2)cc1C | -1% | 7% | -8% | 4% | 0.0% | 12% | . | 0% | -4%
COC(=O)C1=C(N)Oc2cc(C)n(CC3CCCO3)c(=O)c2C1c1ccccc1 (configuration not stated) | -1% | 9% | 1% | 1% | 5.1% | 0.7% | -6.6% | 1% | -5%
CCC(C)NC(=O)c1ccc([N+](=O)[O-])c(Cl)c1 (configuration not stated) | -4% | 6% | -4% | 21% | -1.8% | 0.5% | -4.2% | 13% | -4%
O=C(NCC1CCCO1)c1ccc([N+](=O)[O-])s1 (configuration not stated) | 0% | 4% | 10% | 6% | -1.5% | 2.3% | . | 4% | -3%
COc1cccc(-c2cc(C(=O)Nc3c(C)nn(Cc4ccccc4C)c3C)no2)c1 | -4% | 3% | -1% | 19% | 5.7% | 4.3% | -3.9% | 13% | 4%
N#CCc1ccc(OC(=O)c2cnccc2C(F)(F)F)cc1 | -8% | 12% | -2% | 12% | -1.0% | 0.6% | . | -7% | -5%
COc1ccccc1CNCC(=O)Nc1ccccc1-n1cccc1 | 0% | 179µM* | 2% | 6% | -0.4% | 1.2% | -1.5% | -5% | -5%
CC(C)CN(C(=O)COC(=O)c1ccc(Cl)nc1)c1c(N)n(Cc2ccccc2)c(=O)[nH]c1=O | 1% | 6% | . | 12% | . | -2.1% | . | . | .
COCCNC(=S)N1CCC(c2nc(-c3ccc(F)cc3)no2)CC1 | 5% | 9% | 0% | 25% | 0.8% | 1.2% | -4.9% | -11% | -3%
CC1CCCN(S(=O)(=O)c2cc3c4c(c2)CCN4C(=O)CC3)C1 (configuration not stated) | 7% | 6% | . | -4% | . | -0.1% | . | . | .
O=C(COC(=O)c1ccc(S(=O)(=O)NCc2ccco2)cc1)Nc1ccc(OC(F)F)cc1 | -7% | 2% | -1% | 19% | -2.3% | 1.7% | -3.5% | -7% | -9%
Cc1ccc(C)n1NC(=O)c1ccccc1O | 2% | 7% | 0% | 5% | -1.3% | 0.9% | -3.2% | -9% | -6%
COc1cc(/C=N/NC(=O)CCn2nc(C)cc2C)ccc1O | 4% | ? | 5% | 16µM* | -2.0% | 0.2% | . | 4% | -3%
